High-throughput results deposited in PubChem by Broad Institute.
ERp5 block: ERp5 (human) disulfide isomerase inhibition; inhibition, % at 9.99 µM; Q15084; AID 651711; ERp5 insulin aggregation, absorbance 650 nm, 90 min; 350,000 compounds, 0.05% hits;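 active means mean replicate inhibition above about 25%, with every replicate also reaching it, limit read from the data, passing the limit was not always enough; inconclusive means only one of those two criteria met; inactive means neither criterion met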
esBAF inh: SWI/SNF esBAF complex inhibition; reporter increase, % at 12.5 µM; 350,000 compounds, 2% hits; mouse ES cells, Bmi1-luciferase knock-in reporter, 24 h; 100% = twice the neutral-well signal; AID 602393; in the data active means activation above about 40%; inconclusive means no clear call, values can overlap the other calls;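 further: 0% = median of the plate's neutral control wells and 100% = double that signal; a rise in the Bmi1 reporter signal indicates esBAF inhibition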
CASP6 VEID inh: caspase-6 (human) enzyme inhibition; P55212; purified caspase-6, Z-VEID-R110 cleavage fluorescence; inhibition, % at 12.5 µM; 350,000 compounds, 0.53% hits; AID 686996;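 active means mean inhibition across replicates at least about 35%, with every replicate also reaching that limit, limit read from the data; inconclusive means only one of the two criteria met; inactive means neither criterion met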;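 further: 0% = median of neutral control wells and 100% = no fluorescence left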
RAD52 inh: blocks human RAD52 DNA annealing. recombinant RAD52 DNA annealing, FRET fluorescence. inhibition, % at 18.7 µM. 360,000 compounds, 0.46% hits. AID 651710;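 active means every replicate showing at least 50% inhibition; inconclusive means mean inhibition at least 50% but not in every replicate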
Target sequence (P43351 whole entry, looked up): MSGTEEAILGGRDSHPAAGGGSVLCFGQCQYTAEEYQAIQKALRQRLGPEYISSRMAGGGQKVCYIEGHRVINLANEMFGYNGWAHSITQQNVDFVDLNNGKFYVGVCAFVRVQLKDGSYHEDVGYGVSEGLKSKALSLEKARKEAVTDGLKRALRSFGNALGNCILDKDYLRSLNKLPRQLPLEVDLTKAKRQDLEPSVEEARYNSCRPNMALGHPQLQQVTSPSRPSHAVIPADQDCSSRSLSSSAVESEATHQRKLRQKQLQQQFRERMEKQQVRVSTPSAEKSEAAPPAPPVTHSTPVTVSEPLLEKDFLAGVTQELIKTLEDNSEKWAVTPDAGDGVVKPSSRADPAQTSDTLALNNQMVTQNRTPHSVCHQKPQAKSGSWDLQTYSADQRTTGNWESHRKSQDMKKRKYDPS
E-selectin induc: induces E-selectin expression in human endothelial cells; 260,000 compounds, 0.37% hits; activation, % at 7.58 µM; HUVEC E-selectin immunofluorescence imaging; normalized: neutral wells 0, TNF-alpha wells 100; AID 686992; P16581;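 active means mean E-selectin-positive cell signal at least 10% of the positive control, reached in at least 60% of replicates, without over 20% cell loss; inconclusive means no rule given, readout overlaps actives, possibly toxicity-flagged; inactive means the rest, including those meeting only one limit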;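 further: in these data hits start at about 27%; measured in HUVEC primary endothelial cells; signal is the percent of cells scored E-selectin positive by PE staining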
Target sequence (P16581 whole entry, looked up): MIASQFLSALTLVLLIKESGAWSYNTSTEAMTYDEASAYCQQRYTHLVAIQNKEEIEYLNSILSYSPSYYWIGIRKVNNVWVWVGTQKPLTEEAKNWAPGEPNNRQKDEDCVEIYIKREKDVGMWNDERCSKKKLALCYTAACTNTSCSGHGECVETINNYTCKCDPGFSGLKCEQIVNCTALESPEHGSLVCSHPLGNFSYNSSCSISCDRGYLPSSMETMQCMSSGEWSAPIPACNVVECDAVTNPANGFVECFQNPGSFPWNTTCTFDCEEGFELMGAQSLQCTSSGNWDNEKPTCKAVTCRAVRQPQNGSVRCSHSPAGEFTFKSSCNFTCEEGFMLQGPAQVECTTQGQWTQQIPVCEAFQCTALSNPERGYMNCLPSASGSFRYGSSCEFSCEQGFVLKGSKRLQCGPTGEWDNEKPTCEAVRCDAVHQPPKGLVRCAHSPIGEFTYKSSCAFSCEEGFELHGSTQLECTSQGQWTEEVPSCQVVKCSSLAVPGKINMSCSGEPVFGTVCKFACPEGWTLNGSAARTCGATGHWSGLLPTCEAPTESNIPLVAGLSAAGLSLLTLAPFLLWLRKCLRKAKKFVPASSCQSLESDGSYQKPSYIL
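Assay system: HUVEC, human umbilical vein endothelial cells / Amount: 3,000 HUVEC/well / Controls: TNF-alpha positive control, DMSO neutral control / Compound dosing: single concentration / Medium: EGM-2 over gelatin coat / Evaluation: percent E-selectin-positive cells / Signal: immunofluorescence imaging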
ARNT TACC3 PPI: disruptors of human ARNT/TACC3 interaction; 390,000 compounds, 0.66% hits; AID 623870; inhibition, % at 9.99 µM; AlphaScreen His-ARNT PAS-B/GST-TACC3 binding, luminescence; TACC3 fragment carries E629A point mutation;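 active means mean inhibition of replicates at least 50% and at least half of replicates each reaching 50%; inconclusive means half or more replicates reach 50% but mean below 50%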;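 further: 0% = complete ARNT plus TACC3 wells and 100% = ARNT alone without TACC3; many hits fall short of the cut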
PglD inh: PglD (C. jejuni) enzyme inhibition | 360,000 compounds, 0.098% hits | purified PglD enzyme, DTNB colorimetric CoA detection | inhibition, % at 12.5 µM; in the data active means inhibition above about 16%, passing the limit was not always enough; inconclusive means no clear call, values can overlap the other calls; further: strong numbers were not always called active
RAD54 inh: blocks human RAD54 Holliday junction branch migration. Q92698. inhibition, % at 10.4 µM. 360,000 compounds, 0.14% hits. FAM/BHQ fluorescence;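 active means mean normalized replicate activity at least 40 and at least half of replicates scoring 40 or more; inconclusive means only one of the two criteria met; inactive means mean below 40 and under half of replicates reaching 40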;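 further: 0% = median of neutral control wells and 100% = median of positive control wells; inhibitors cause a drop in the FAM fluorescence signal; in these data hits start at about 50%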
The depositor's hits bear a star; ? = inconclusive; · = not tested or not shown.

SMILES | ERp5 block | esBAF inh | CASP6 VEID inh | RAD52 inh | E-selectin induc | ARNT TACC3 PPI | PglD inh | RAD54 inh
CN(NC1OC(=O)c2ccccc21)c1ccccc1[N+](=O)[O-] (centres undefined) | 6 | 6 | 2 | -4 | -0.1 | -3 | -2 | -5
COc1ccccc1-c1n[nH]nc1C1=CC(=O)C[C@H](c2ccc(F)cc2)C1 | 4 | -1 | 2 | -21 | -0.3 | · | -5 | 4
Cc1ccc(S(=O)(=O)N2CCC(C)CC2)cc1 | -3 | -3 | -4 | -18 | · | -8 | -8 | -2
Cc1cccc(OCC(=O)NCc2nnc3ccc(C(F)(F)F)cn23)c1C | 2 | -10 | 0 | -24 | ? | -4 | 0 | -13
CCCCOP(=O)(OCCCC)C(Nc1ccccc1)c1ccc2c(c1)OCO2 (centres undefined) | 3 | · | 3 | 4 | 0.4 | -18 | · | ·
CCCC#Cc1ccc([C@H]2[C@@H](CO)N(C(=O)NC(C)C)[C@H]2CNC(C)=O)cc1 | 1 | · | -1 | -47 | -0.1 | · | · | ·
C[C@H](CO)N1C[C@H](C)[C@@H](CN(C)Cc2ccccn2)Oc2cc(-c3ccncc3)ccc2S1(=O)=O | 5 | -3 | -7 | 7 | 0.3 | -9 | -1 | 0
FC(F)(F)c1nnc2sc(-c3ccncc3)nn12 | · | 0 | · | · | · | 0 | -9 | -2
CC1(C(=O)NCc2cccc3ccccc23)CCN1Cc1cccc2c1OCO2 (centres undefined) | 5 | -83 | 0 | -15 | 0.0 | · | -1 | -10
CC1CCCC(NC(=O)COC(=O)[C@@H](NC(=O)c2ccco2)C(C)C)C1C (some centres undefined) | -11 | · | 1 | -2 | 0.0 | -6 | · | ·
NC1=NC2(CCC(c3ccccc3)CC2)n2c(nc3ccccc32)N1 (centres undefined) | · | 2 | · | · | · | 17 | -2 | -26
O=C(c1ccc(F)cc1)C1CCN(C(=S)NCC2CCCO2)CC1 (centres undefined) | 3 | · | -3 | -2 | · | 3 | · | ·
O=C(CSc1nnnn1C1CCCC1)N1CCCCC1 | 0 | 14 | -3 | -7 | -0.1 | 2 | 1 | -28
O=C(NCc1ccccc1)c1cc2ccccc2oc1=O | -1 | 27 | -1 | 0 | 1.3 | -27 | -2 | -4
COc1ccccc1N1CCN(C(=O)c2ccccc2NC(=O)C2CCCCC2C(=O)O)CC1 (centres undefined) | -1 | · | 2 | 6 | 0.8 | 1 | 3 | 3
CC1=C(C(=O)NC2CCCc3c2cnn3-c2cccc(C)c2C)OCCO1 (centres undefined) | -13 | -14 | 3 | -15 | -0.4 | -1 | 4 | -7
C[C@H]1CN([C@@H](C)CO)C(=O)c2cc(-c3ccccc3F)cnc2O[C@@H]1CN(C)C(=O)CN(C)C | -4 | -2 | 4 | 1 | -0.2 | -3 | 1 | 12
CC1(c2nnnn2-c2ccc3c(c2)OCCO3)CCC(=O)N1Cc1cccc(C(F)(F)F)c1 (centres undefined) | -2 | · | 1 | -16 | 0.0 | · | · | ·
O=C(O)C[C@H]1C[C@@H]2c3cc(NC(=O)NC4CCCCC4)ccc3O[C@@H]2[C@H](CO)O1 | -1 | -3 | 0 | -1 | 0.1 | -12 | 4 | 15
CCN(CC)S(=O)(=O)c1ccc(N2CCN(C)CC2)c(NC(=O)COc2ccc(F)cc2Cl)c1 | 5 | · | -4 | -22 | -0.2 | -12 | 0 | -6
CC(=O)Nc1ccc(S(=O)(=O)Nc2cccc(C(=O)NC(C)(C)C)c2)cc1 | · | -2 | · | · | · | 2 | 7 | 1
COc1ccc(N(C(C)C(=O)Nc2ccc(S(=O)(=O)N3CCOCC3)cc2)S(C)(=O)=O)cc1 (centres undefined) | -3 | -7 | 1 | -4 | -2.8 | -1 | -7 | 7
COc1cc(C2Nc3ccccc3NC3=C2C(=O)CC(c2ccc(OC)c(OC)c2)C3)ccc1O (centres undefined) | 7 | 0 | 1 | -11 | -0.2 | 4 | 2 | 10
CO[C@H]1CN(C)C(=O)c2ccc(NC(=O)c3ccccc3)cc2OC[C@@H](C)NC[C@@H]1C | -1 | 2 | -1 | 0 | -0.2 | 7 | -1 | 9
O=C(O)c1ccccc1NCc1cccnc1 | 1 | ? | 1 | -17 | -0.1 | · | -5 | -4
Next section.
SMILES | ERp5 block | esBAF inh | CASP6 VEID inh | RAD52 inh | E-selectin induc | ARNT TACC3 PPI | PglD inh | RAD54 inh
COC(=O)C(CCCN1C(=O)c2ccccc2C1=O)(NC(C)=O)c1nnn(C)n1 (centres undefined) | 3 | -6 | 2 | -10 | 0.0 | -5 | 0 | -6
C[C@@H]1CN([C@@H](C)CO)C(=O)c2cccc(NS(C)(=O)=O)c2O[C@H]1CN(C)C | -4 | -5 | 0 | 0 | -1.9 | 1 | -2 | 5
O=C(CCC(=O)c1ccc(F)cc1)Nc1cccc(C(F)(F)F)c1 | 6 | 1 | -2 | 2 | · | 8 | · | ·
O=C(Cn1cnc(S(=O)(=O)N2CCCC2)c1)Nc1cccc(F)c1 | -6 | 3 | 2 | -6 | · | -1 | 1 | -1
COC(=O)C1=C(C)N(Cc2cccc(C(F)(F)F)c2)C(=NCc2cc(OC)c(OC)c(OC)c2)NC1c1cccc(Cl)c1 (centres undefined) | 2 | · | -1 | -14 | -0.1 | · | · | ·
Cc1onc(-c2ccccc2)c1C(=O)c1c[nH]c(C(=O)NCc2ccncc2)c1 | 1 | · | 5 | -4 | -2.2 | 1 | · | ·
CC1(c2nnc(Cc3ccccc3)o2)CC(c2ccccc2)=NO1 (centres undefined) | 9 | · | -3 | -4 | 0.9 | 1 | -2 | 0
NS(=O)(=O)c1ccc(CCNC(=S)NC(=O)c2ccccc2Br)cc1 | 8 | -4 | 1 | -9 | 4.6 | · | 3 | -9
COc1cc(OC)c(C(=O)O/N=C(\N)c2ccccc2)cc1OC | -3 | 32 | -2 | 1 | 0.6 | 6 | -5 | 3
CCOC(=O)C(C)Sc1nc(=O)n2ccccc2n1 (centres undefined) | -3 | · | 0 | -11 | · | -11 | · | ·
O=C(O)c1ccccc1NS(=O)(=O)c1ccc2c3c(cccc13)C(=O)N2 | · | -1 | · | · | · | 4 | 4 | -2
O=C(c1ccco1)N1CCN(C(=O)c2sccc2-c2ccccc2)CC1 | · | 1 | · | · | · | -4 | -3 | -2
Cc1cnc(C(=O)OCC(=O)Nc2ccc(C)c(S(=O)(=O)N3CCOCC3)c2)cn1 | 0 | -10 | -1 | -15 | -0.2 | -12 | 0 | 4
COc1ccc(OCc2cc(=O)[nH]c3ccccc23)cc1 | 4 | 20 | 2 | -5 | · | -3 | 6 | 4
Cc1cc(C(=O)Nc2cccc3c2O[C@@H](CN(C)S(C)(=O)=O)[C@@H](C)CN([C@H](C)CO)C3=O)n(C)n1 | -3 | 1 | 5 | 5 | · | 0 | 5 | -3
O=C(C[C@H]1CC[C@@H]2[C@H](COC[C@@H](O)CN2C(=O)c2ccccc2F)O1)N1CCOCC1 | -4 | -1 | -4 | -17 | -0.1 | -71 | 2 | 10
O=C(O)c1cc2nc(C3CC3)cc(C(F)(F)F)n2n1 | -3 | 0 | -1 | -17 | 0.1 | 0 | 3 | -4
COc1ccc(S(=O)(=O)N(C)C[C@H]2Oc3ccc(NC(=O)C4CCCCC4)cc3CC(=O)N([C@H](C)CO)C[C@H]2C)cc1 | -5 | 0 | 0 | 0 | 5.4 | -9 | 8 | 2
C1CCC(n2nnnc2CN2CCN(C3CCCC3)CC2)CC1 | · | -5 | · | · | · | 2 | 0 | -4
Cc1cc(C)cc(NC(=O)C(c2ccccc2)N2CCN(CC(=O)N3CCCC3)CC2)c1 (centres undefined) | 4 | -4 | -6 | -5 | 0.1 | -1 | 1 | 0
COCCn1c(SCC(=O)Nc2ccc(F)cc2F)nc2c([nH]c3ccccc32)c1=O | -10 | · | 2 | 1 | 0.3 | 0 | 4 | 3
COc1ccccc1NC(=O)c1cc2ccccc2nc1C | -3 | -1 | 3 | -22 | · | 4 | · | ·
CCC(=O)N1[C@H](CO)[C@@H](c2ccc(C3=CCCC3)cc2)[C@H]1CNC(=O)CN(C)C | · | -2 | · | · | 0.5 | 10 | 0 | -10
CC(C)OCCCNC(=O)C1CCC(=O)N1C(C)C (centres undefined) | · | -5 | · | · | · | -6 | 0 | -9
CCCCOC(=O)c1ccc(NC(=O)C(=O)NCCN(CC)CC)cc1 | 7 | · | -2 | 7 | 0.0 | -3 | 3 | 1
New compounds follow
SMILES | ERp5 block | esBAF inh | CASP6 VEID inh | RAD52 inh | E-selectin induc | ARNT TACC3 PPI | PglD inh | RAD54 inh
CC1CN(S(=O)(=O)c2cccc(C(=O)NCCC3=CCCCC3)c2)CC(C)O1 (centres undefined) | 8 | -5 | -4 | -4 | -0.2 | -5 | 2 | 7
CCCCCC(=O)N/N=C(\C)c1ccc(NC(=O)c2ccco2)cc1 | · | 19 | · | · | · | -7 | -1 | -3
C[C@H](CO)N1C[C@H](C)[C@H](CN(C)S(=O)(=O)c2ccc(Cl)cc2)Oc2ccc(NC(=O)Nc3ccccc3)cc2CC1=O | -1 | 10 | 1 | 3 | -0.2 | -7 | -2 | 4
CCc1ccccc1NC(=O)C1CCCN(S(=O)(=O)c2c(C)noc2C)C1 (centres undefined) | · | -12 | · | · | · | -21 | 3 | 11
Cc1cc(=O)oc2c3c(cc(OCC(=O)NCC4CCC(C(=O)O)CC4)c12)OC(C)(C)CC3 (centres undefined) | 6 | -6 | -4 | -1 | · | 9 | 3 | -14
O=C(C1CCOCC1)N1CC(=O)N2[C@@H](CO)[C@@H](c3ccc(-c4ccccc4F)cc3)[C@@H]2C1 | 2 | · | -3 | -9 | -0.1 | · | · | ·
CCN(CC)S(=O)(=O)c1ccc(N2CCN(C)CC2)c(NC(=O)CSCC(=O)Nc2cccc(C)c2)c1 | -5 | 4 | -90 | 6 | 0.6 | 0 | -2 | -2
CCC(=O)N(C)C[C@@H]1Oc2ncc(-c3ccccc3F)cc2C(=O)N([C@H](C)CO)C[C@@H]1C | 0 | 3 | 1 | 11 | 0.2 | 2 | -4 | 5
CCCCNC(=O)N1CCN(c2ccccc2OCC)CC1 | 3 | -13 | -3 | -10 | 88* | 4 | · | ·
Cc1ccc[n+](-c2[nH]c(=O)sc2/C=N/NC(=O)c2ccccc2[O-])c1 | -2 | · | 35* | -29 | -0.4 | -8 | · | ·
COc1cc2nc(SCC(=O)NCc3ccco3)n(Cc3ccc(Cl)cc3)c(=O)c2cc1OC | · | -5 | · | · | · | -5 | -2 | -9
CCOC(=O)C1=C(C)N=C2SCCC(=O)N2[C@@H]1/C=C/c1ccccc1 | · | -10 | · | · | · | 8 | 4 | -16
COCCN(C(=O)COC(=O)C(c1ccccc1)c1ccccc1)c1c(N)n(Cc2ccccc2)c(=O)[nH]c1=O | -2 | 4 | -1 | -4 | 0.0 | 3 | · | ·
Cc1cccc(C)c1NC(=S)N/N=C/c1ccc(OCCC(C)C)cc1 | · | -1 | · | · | · | 6 | -1 | 7
CC(=O)N[C@@H]1CC[C@H](CCNC(=O)C2CCC2)O[C@H]1CO | 2 | 3 | 2 | 0 | 0.1 | · | -3 | -2
Cn1c(Oc2ccccc2NCc2cccc(Br)c2)cc(=O)n(C)c1=O | · | -3 | · | · | · | 3 | 8 | -6
COc1cc(C(=O)N/N=C/c2ccccn2)cc(OC)c1OC | 10 | · | 2 | -24 | · | 48* | · | ·
Cc1nc2cc(-c3ccccc3)[nH]n2c(=O)c1C | 1 | 3 | -2 | -4 | · | -5 | 2 | -4
